Screening results: PubChem, National Center for Advancing Translational Sciences (NCATS)
Pf growth 48h – inhibits P. falciparum growth in the first generation, 48 h; P. falciparum luciferase growth in erythrocytes, 48 h; Potency, µM (highest dose often 28.7 µM), inactives show at the top dose activity change, negative = inhibition, hits mostly inhibitors; 5.9% of 310,000 active; AID 504832; note: potency is the fitted concentration of half-maximal effect; % is set by controls: 0 for no effect and ±100 for the full control effect
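A one-generation exposure of luciferase-tagged malaria parasites in RPMI 1640/Albumax erythrocyte culture, 37 C and 5% CO2. Inhibition is inferred from decreased luminescence after adding detection reagent.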
LmPK inhibitor – LmPK (Leishmania mexicana) enzyme inhibition; Q27686; purified LmPK, Kinase-Glo ATP luminescence, 1 h; Potency, µM (top dose mostly 57.5 µM), for inactives: top-dose activity change, negative = inhibition, most hits filed as inhibitors; 0.37% of 290,000 active; AID 1721; note: potency is the fitted concentration of half-maximal effect; % is set by controls: 0 for no effect and ±100 for the full control effect
Target sequence (Q27686 whole entry, looked up): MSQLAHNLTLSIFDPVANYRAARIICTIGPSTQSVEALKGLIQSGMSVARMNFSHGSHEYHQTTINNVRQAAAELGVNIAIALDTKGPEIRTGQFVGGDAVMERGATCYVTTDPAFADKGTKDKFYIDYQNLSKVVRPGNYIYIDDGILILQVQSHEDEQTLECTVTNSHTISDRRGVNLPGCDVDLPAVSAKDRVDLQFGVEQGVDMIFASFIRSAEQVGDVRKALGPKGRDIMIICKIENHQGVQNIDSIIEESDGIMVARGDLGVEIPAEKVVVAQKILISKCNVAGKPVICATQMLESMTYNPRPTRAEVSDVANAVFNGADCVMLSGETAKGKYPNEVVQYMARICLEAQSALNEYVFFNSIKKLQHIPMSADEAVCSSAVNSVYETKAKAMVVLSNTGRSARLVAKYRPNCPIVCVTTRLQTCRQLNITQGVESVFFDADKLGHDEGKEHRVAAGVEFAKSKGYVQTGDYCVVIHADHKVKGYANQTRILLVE
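ATP generated from ADP (0.1 mM) and PEP (0.5 mM) by 0.1 nM LmPK over 1 h at room temperature (pH 7.2 imidazole buffer) was detected by coupled luciferase luminescence. Values were normalized to uninhibited and no-enzyme wells.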
CHX counter – affects cycloheximide protein synthesis inhibition readout, counter-screen; max response, %; cell reporter, cycloheximide protein synthesis inhibition counterscreen; 12% of 300,000 active; in the data active = max response mostly above about 13%, no sharp cut-off; inactive = mostly below about 14%; note: read at 38.3 µM for the half of the compounds with a filed dose; 0% is about no effect
Shiga inhibitor – blocks Shiga toxin action in Vero cells | Vero cells, Shiga toxin protein synthesis inhibition reporter | inhibition, % at 38.7 µM | 9.2% of 290,000 active | AID 2315; in the data active = inhibition mostly above about 28%, no sharp cut-off; inactive = mostly below about 43%; note: 0% is about no effect
Tb PYK inh – blocks Trypanosoma brucei pyruvate kinase. TbPYK enzyme, Kinase-Glo Plus ATP luminescence, 45 min. Potency, µM (titrated, usually from 76.8 µM), inactives show at the top dose activity, negative = inhibition, most hits filed as inhibitors. AID 624173. 0.12% of 410,000 active; note: potency is the fitted concentration of half-maximal effect; % is set by controls: 0 for no effect and ±100 for the full control effect; nearly all actives have a fitted effect of over 50% in size
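In this concentration-response screen, enzyme-free wells defined baseline while DMSO plates tracked drift. Each reaction combined TbPYK, substrate, compound and 130 uM ADP for 45 min at room temperature. Kinase-Glo Plus luminescence gave the signal.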
AMA1-RON2 inh – disrupts binding of P. falciparum AMA1 to RON2; AlphaScreen AMA1-biotinylated RON2 peptide binding; Potency, µM (series often up to 58.2 µM), for the others: at the top dose activity change, negative = inhibition, most hits filed as inhibitors; 0.2% of 360,000 active; AID 720542;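 note: potency is the fitted concentration of half-maximal effect; 0% = vehicle wells and -100% = peptide control; nearly all actives have a fitted effect of over 45% in size; some results filed as inactive show a strong effect at the top dose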
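AMA1 (3D7) with his tag at 25 nM final met compounds first, then biotinylated RON2 peptide at 25 nM; detection used donor plus acceptor beads, 10 µg/mL apiece, read by AlphaScreen after 30 min at room temperature.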
Pf growth 96h – P. falciparum growth inhibition at 96 hour, primary screen for plastid delayed-death inhibitors; P. falciparum luciferase reporter growth, 96 h; Potency, µM (titrated, usually from 28.7 µM), for inactives: top-dose activity change, negative = inhibition, most hits filed as inhibitors; 6.9% of 320,000 active; AID 504834; note: potency is the fitted concentration of half-maximal effect; % is set by controls: 0 for no effect and ±100 for the full control effect
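Two-generation exposure (96 h) targets delayed-death phenotype. Reporter parasites carrying integrated firefly luciferase, in red cells at 2% hematocrit and 0.05% parasitemia final, kept at 37 C, 5% CO2; luminescence loss indicates inhibition.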
The depositor's hits bear a star; i = inactive; ? = inconclusive; · = not tested or not shown; [ ] = dose if it differs, or a comment. Unless noted, calls come from the whole dose curve; as a rule, active = well fitted curve in the direction sought with a large enough effect; inconclusive = small, poorly fitted or top-dose-only effect, or another doubt; inactive = no such curve, though single readings can be large; an effect the other way counts as inactive or inconclusive.

[1] C/C(=C\c1ccccc1)C(=O)Nc1cc(C)on1
[2] COc1ccc(/C(C)=N/NC(=O)CNC(=O)/C=C\c2ccco2)cc1
[3] COc1ccc(OC)c(CCNC(=O)c2ccc3c(=O)[nH]c4c(C(=O)NC(C)C)sc(=S)n4c3c2)c1
[4] O=C(NCc1cccnc1)c1ccc(S(=O)(=O)N2CCOCC2)cc1
[5] Cc1cccc(NC(=O)c2nc[nH]c2C(=O)NCCCCCCNC(=O)c2[nH]cnc2C(=O)Nc2cccc(C)c2)c1
[6] CCN1CCN(C(=O)N2CCOCC2)CC1
[7] Cc1ccc(S(=O)(=O)N(C)C)cc1[N+](=O)[O-]
[8] Cc1ccc2cc(CCNS(=O)(=O)c3ccc(Br)cc3)c(=O)[nH]c2c1C
assay / compound	1	2	3	4	5	6	7	8
Pf growth 48h	?	21%	?	12%	19%	-3%	51%[activator]	-2%
LmPK inhibitor	-4%	-2%	0%	5%	·	-5%	0%	4%
CHX counter	40*	-1	-2	-1	·	-3	-2	-6
Shiga inhibitor	98*	-15	2	-6	·	-8	-14	-6
Tb PYK inh	3%	-11%	2%	3%	-9%	7%	5%	-3%
AMA1-RON2 inh	5%	53%[activator]	1%	-3%	70%[activator]	-20%	-13%	-5%
Pf growth 96h	·	?	12%	·	-30%	28%	48%[activator]	11%

The closing four compounds of the section before lead into the next.
[5] Cc1cccc(NC(=O)c2nc[nH]c2C(=O)NCCCCCCNC(=O)c2[nH]cnc2C(=O)Nc2cccc(C)c2)c1
[6] CCN1CCN(C(=O)N2CCOCC2)CC1
[7] Cc1ccc(S(=O)(=O)N(C)C)cc1[N+](=O)[O-]
[8] Cc1ccc2cc(CCNS(=O)(=O)c3ccc(Br)cc3)c(=O)[nH]c2c1C
[9] CN(C(=O)CN1C(=O)c2cccc(N)c2C1=O)C1CCCCC1
[10] COc1ccc(CC(=O)O/N=C(\N)Cc2ccc(OC)cc2)cc1
[11] N#CCOC(=O)C1CSC2(c3ccc(Br)cc3)CCC(=O)N12 (centres undefined)
[12] CCC(=O)Nc1ccc(C(=O)CN2C(=O)NC3(CCOc4ccccc43)C2=O)cc1 (centres undefined)
[13] Cc1ccc2cccc(S(=O)(=O)NC3CCS(=O)(=O)C3)c2n1 (centres undefined)
[14] O=C(c1ccc(Cl)cc1)N1CCC(C(=O)N2CCCc3ccccc32)CC1
[15] COc1ccc(C(=S)N2CCCC2)cc1C
[16] C=C(NC(C)=O)c1c(F)cccc1F
assay / compound	5	6	7	8	9	10	11	12	13	14	15	16
Pf growth 48h	19%	-3%	51%[activator]	-2%	-17%	30%[activator]	-1%	?	0%	-21%	25%	45%[activator]
LmPK inhibitor	·	-5%	0%	4%	·	-1%	7%	·	3%	-3%	-2%	·
CHX counter	·	-3	-2	-6	·	-3	-2	·	-2	1	-3	·
Shiga inhibitor	·	-8	-14	-6	·	28	-3	·	-4	-13	-14	·
Tb PYK inh	-9%	7%	5%	-3%	3%	5%	0%	3%	-3%	-8%	0%	-3%
AMA1-RON2 inh	70%[activator]	-20%	-13%	-5%	3%	13%	-3%	7%	3%	10%	-4%	-2%
Pf growth 96h	-30%	28%	48%[activator]	11%	-17%	?	9%	-14%	·	?	29%	28%

[17] CN(CC(=O)Nc1cccc(F)c1)CC(=O)Nc1ccccc1[N+](=O)[O-]
[18] COc1ccc(/C=N/NC(=O)C(=O)N2CCCCCC2)cc1[N+](=O)[O-]
[19] COc1ccccc1NC(=O)C(C)OC(=O)CCCOc1ccccc1 (centres undefined)
[20] Cn1c(SCC(=O)NNC(=O)c2ccccc2)nnc1C(F)(F)F
[21] Cc1cc(-c2nc(C)c(C(=O)NN)s2)no1
[22] Nc1ccc(C(=O)OCc2csc(-c3ccccc3)n2)cc1[N+](=O)[O-]
[23] C=CCn1c(O)c(C=Nc2ccc(CN3CCCCC3)cc2)c(=O)[nH]c1=S
[24] COc1ccccc1N1CCN(S(=O)(=O)c2ccc(F)cc2)CC1
assay / compound	17	18	19	20	21	22	23	24
Pf growth 48h	17%	21%	3%	8%	11%	22%	15%	?
LmPK inhibitor	0%	0%	·	·	2%	2%	4%	3%
CHX counter	18	-4	·	·	12	7	-1	10
Shiga inhibitor	-6	5	·	·	-4	-7	13	3
Tb PYK inh	-1%	-5%	-6%	-1%	-3%	0%	-1%	-1%
AMA1-RON2 inh	20%	4%	3%	16%	5%	-1%	1%	-6%
Pf growth 96h	13%	19%	4%	-19%	29%	27%	2%	?

[25] COc1ccc(C(c2nnnn2Cc2cccs2)N2CCC(C(N)=O)CC2)c(OC)c1 (centres undefined)
[26] Cc1ccnc(NS(=O)(=O)c2ccc(NC(=O)c3ccc4c(c3)OCCO4)cc2)n1
[27] COc1ccc(OC(=O)c2cnc3n(c2=O)CCS3)cc1
[28] Cc1ccc(SCC(=O)NC(=O)c2ccc(S(=O)(=O)N(C)C)cc2)cc1C
[29] COC(=O)c1ccc(OCC(=O)NC2CCCCCC2)cc1
[30] O=C(CC(=O)N/N=C\c1ccc([N+](=O)[O-])cc1)NCCc1ccccc1
[31] CC(C)CC(NC(=O)OC(C)(C)C)C(=O)O (centres undefined)
[32] COc1ccc(S(=O)(=O)Nc2c(C)n(C)n(-c3ccccc3)c2=O)cc1C(=O)O
assay / compound	25	26	27	28	29	30	31	32
Pf growth 48h	?	18%	62%[activator]	19%	2%	11%	5%	14%
LmPK inhibitor	-2%	0%	-7%	4%	-7%	0%	5%	1%
CHX counter	-2	6	15*	0	25	-3	1	-2
Shiga inhibitor	12	-3	26	2	39*	5	15	-6
Tb PYK inh	8%	-1%	0%	-6%	-5%	3%	24%	0%
AMA1-RON2 inh	10%	-5%	-9%	-3%	0%	12%	20%	18%
Pf growth 96h	?	17%	39%[activator]	8%	?	-13%	0%	3%

[33] Cn1c(CNc2nc(-c3ccccc3)cs2)nnc1SCC(=O)c1ccccc1
[34] CC1CCCC(C)N1C(=O)CSc1nnc(NC(=O)c2cccs2)s1 (centres undefined)
[35] CSc1sc(C(=O)N2CCc3ccccc32)cc1S(=O)(=O)C(C)C
[36] C/C=C/C(=O)Nc1nnc(C2CCCCC2)s1
[37] Cc1ccc(C2CC(c3cccc(Br)c3)Nc3nnnn32)cc1 (centres undefined)
[38] C[C@]12CCC(=O)C(O)=C1CC[C@@H]1[C@H]3CCC(=O)[C@@]3(C)CC[C@@H]12
[39] O=C(Nc1ccc2cn[nH]c2c1)c1c(Cl)cccc1Cl
[40] COc1cccc(NC(=O)CN(C)C(=O)c2sc3cc(Cl)ccc3c2Cl)c1
assay / compound	33	34	35	36	37	38	39	40
Pf growth 48h	·	2%	?	24%	-4%	-15%	3%	1%
LmPK inhibitor	20%	3%	-6%	8%	5%	·	-2%	·
CHX counter	-3	2	5	11	-4	·	-6	·
Shiga inhibitor	-1	8	24	34	-14	·	-11	·
Tb PYK inh	-2%	-14%	-2%	-1%	1%	-6%	?	-8%
AMA1-RON2 inh	3%	-2%	-11%	-7%	-8%	·	5%[11.6 µM]	7%
Pf growth 96h	49%[activator]	20%	?	?	32%[activator]	?	-26%	17%

[41] CC(=O)Nc1ccc(Nc2nc3c(S(=O)(=O)c4ccc(C)c(C)c4)nnn3c3ccccc23)cc1
[42] COc1cc(OC)cc(C(=O)N2CCN(Cc3cccc(F)c3)CC2)c1
[43] Cc1c(C(=O)O)cccc1N1C(=O)Nc2ccccc2N1O
[44] CC(=O)/C(=N/Nc1cccc(C)c1)N1CCOCC1
[45] Cc1nn(CCOc2cccc(Cl)c2)c(C)c1[N+](=O)[O-]
[46] O=C(NCc1ccco1)c1ccc(S(=O)(=O)N2CCOCC2)cc1
[47] CC(=O)Nc1cccc(NC(=O)C2CC(=O)N(c3ccc(C)cc3)C2)c1 (centres undefined)
[48] Cc1nc(NC(=O)c2cccc(Cl)c2)sc1C(=O)N1CCCCC1
assay / compound	41	42	43	44	45	46	47	48
Pf growth 48h	?	·	1%	12%	?	6%	11%	?
LmPK inhibitor	3%	4%	-1%	5%	-6%	10%	-6%	0%
CHX counter	8	-3	4	-3	12	-2	-1	-3
Shiga inhibitor	-16	5	-4	-13	-31	-11	-4	-12
Tb PYK inh	-12%	8%	-7%	1%	2%	-23%	-7%	3%
AMA1-RON2 inh	-13%	-17%	-10%	22%	0%	-14%	2%	-2%
Pf growth 96h	25%	5%	?	·	-27%	·	·	28%

[49] O=C(CCCSc1ccc(Cl)cc1)Nc1cc(S(=O)(=O)N2CCOCC2)ccc1O
[50] C#CCOc1ccc(/C=N/O)cc1Cl
[51] CCCCn1nnnc1SCC(=O)NNC(=O)C1CCCCC1
[52] COc1ccc(C(=O)NCC(=O)N/N=C/c2ccc([N+](=O)[O-])s2)cc1OC
[53] CN1CCCC(OC(=O)c2cc(Cl)ccc2Cl)C1 (centres undefined)
[54] COc1ccc(NC(=O)C2CCCN(C(=O)NC3CCCCC3)C2)cc1OC (centres undefined)
[55] COc1ccccc1-n1cc(-c2ccc(C)cc2)[nH]c1=S
[56] Cc1cc(Nc2ccc(C(=O)O)cc2)nc(N)n1
assay / compound	49	50	51	52	53	54	55	56
Pf growth 48h	?	28%	?	-25%	0%	·	?	1%
LmPK inhibitor	·	-1%	1%	0%	0%	1%	6%	0%
CHX counter	·	6	-4	-4	-2	-1	23*	-3
Shiga inhibitor	·	21	-12	-12	35	3	32*	·
Tb PYK inh	-30%	-11%	-6%	-8%	-7%	7%	?	3%
AMA1-RON2 inh	-5%	-1%	78%[activator]	4%	-1%	-8%	51%[activator]	5%
Pf growth 96h	8.3µM*	105%[activator]	?	-64%	14%	1%	3%	22%

[57] COc1cccc2cc(C(=O)NCc3ccco3)c(=O)oc12
[58] CCN(CC)S(=O)(=O)c1cccc(C(=O)N2CC(O)CC2C(=O)O)c1 (centres undefined)
[59] O=C1COc2ccc(C(=O)NC3CC3)cc2N1
[60] COc1ccc(C(=O)/C=C(\C)Nc2ccc3c(c2)OCO3)cc1
[61] COC(=O)c1ccc(NC(=O)Cn2cnc3c(nnn3-c3cccc(OC)c3)c2=O)cc1
[62] CCCCn1c(N)c(N(CC)C(=O)c2cccc(OCc3ccccc3)c2)c(=O)[nH]c1=O
[63] CCCOc1cccc(/C=N/NC(=O)c2csc(C)c2C)c1
[64] CC(=O)C1=C(O)C(=O)N(c2ccc(O)cc2)C1c1ccccc1F (centres undefined)
assay / compound	57	58	59	60	61	62	63	64
Pf growth 48h	11%	13%	13%	172%[activator]	44%[activator]	-14%	·	24%
LmPK inhibitor	9%	4%	6%	-2%	-2%	·	13%	0%
CHX counter	34*	-3	6	49*	0	·	14	2
Shiga inhibitor	74*	-3	-16	i	-3	·	2	-7
Tb PYK inh	-1%	-4%	1%	-6%	6%	-1%	1%	-7%
AMA1-RON2 inh	12%[2.32 µM]	-1%	7%	-11%	0%	-6%	26%	-5%
Pf growth 96h	-15%	·	-28%	125%[activator]	38%[activator]	0%	?	5%
